High-throughput results deposited in PubChem BioAssay by The Scripps Research Institute Molecular Screening Center.
CHO-K1 Ca ag: counter-screen for M1 agonists: effect in parental CHO-K1 cells; AID 602248, 2012; activation, % at 3 µM; 360,000 tested, 0.48% active; Fluo-8 calcium fluorescence; scaled to maximal ATP response, vehicle zero; in the data active = activation above about 15%;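 also: untransfected CHO-K1 host cells lacking M1 receptor as counterscreen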
CHO-K1 Ca antag: M1 antagonist counterscreen hit in parental CHO-K1 cells | ATP-induced calcium, Fluo-8 fluorescence | inhibition, % at 3 µM | 360,000 tested, 0.6% active;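 active = inhibition above a per-plate cutoff, the plate's mean sample inhibition plus 3 SD, cut at about 24% in these data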;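 also: 0% = DMSO plus EC80 ATP and 100% = DMSO alone without ATP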
M5 ag: human M5 muscarinic receptor agonists, primary screen, CHO-K1 cells, Fluo-8 calcium fluorescence; Muscarinic acetylcholine receptor M5 (Homo sapiens), P08912; CHO-K1 hM5 cells; 0% DMSO wells, 100% maximal acetylcholine response; activation, % at 3 µM; 360,000 tested, 0.19% active; AID 624037, 2012;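 active = activation above the run's mean over test compounds plus 3 SD, cut at about 23% in these data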;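 also: signal is peak over basal fluorescence ratio across the kinetic read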
Target sequence (P08912 whole entry, looked up): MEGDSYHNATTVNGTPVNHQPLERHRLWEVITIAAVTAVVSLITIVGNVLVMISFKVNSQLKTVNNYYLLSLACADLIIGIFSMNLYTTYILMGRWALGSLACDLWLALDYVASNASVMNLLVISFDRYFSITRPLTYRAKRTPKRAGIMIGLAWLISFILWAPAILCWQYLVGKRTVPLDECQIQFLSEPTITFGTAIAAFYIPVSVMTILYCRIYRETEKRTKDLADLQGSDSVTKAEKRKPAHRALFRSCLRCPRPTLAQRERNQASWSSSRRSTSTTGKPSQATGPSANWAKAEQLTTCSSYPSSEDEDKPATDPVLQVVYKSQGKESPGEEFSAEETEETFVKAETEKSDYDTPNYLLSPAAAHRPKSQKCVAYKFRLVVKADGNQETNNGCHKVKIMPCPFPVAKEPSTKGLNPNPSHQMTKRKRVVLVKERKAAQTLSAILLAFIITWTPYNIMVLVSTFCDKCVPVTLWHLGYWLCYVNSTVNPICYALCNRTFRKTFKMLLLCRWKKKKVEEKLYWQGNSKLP
CHRM4 PAM: human M4 muscarinic receptor positive allosteric modulators, primary screen, CHO-K1 cells, Fluo-8 calcium fluorescence; AID 624126, 2012; CHO-K1 hM4/Gqi5, ACh EC20; 0% = ACh EC20, 100% = maximal ACh; 360,000 tested, 0.4% active; activation, % at 3 µM; Muscarinic acetylcholine receptor M4 (Homo sapiens), P08173;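 active = activation above its plate's cutoff, the mean activation of sample wells plus 3 SD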; also: some results filed as inactive read as strong as hits
Target sequence (P08173 whole entry, looked up): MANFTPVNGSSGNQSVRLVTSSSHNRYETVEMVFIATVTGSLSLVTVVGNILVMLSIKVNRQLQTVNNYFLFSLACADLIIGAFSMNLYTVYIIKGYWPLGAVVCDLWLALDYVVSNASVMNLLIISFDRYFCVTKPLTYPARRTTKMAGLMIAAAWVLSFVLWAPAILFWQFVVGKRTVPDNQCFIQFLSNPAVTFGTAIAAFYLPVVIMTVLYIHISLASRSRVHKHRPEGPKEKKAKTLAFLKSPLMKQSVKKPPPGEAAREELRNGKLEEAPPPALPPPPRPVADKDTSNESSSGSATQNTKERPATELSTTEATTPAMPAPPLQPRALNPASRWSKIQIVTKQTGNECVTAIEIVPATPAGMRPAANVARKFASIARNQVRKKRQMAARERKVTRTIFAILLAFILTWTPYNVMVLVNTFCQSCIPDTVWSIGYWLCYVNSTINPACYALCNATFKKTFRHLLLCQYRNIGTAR
M4 antag: human M4 muscarinic receptor antagonists, primary screen, CHO cells, Fluo-8 calcium fluorescence; 360,000 tested, 0.73% active; inhibition, % at 3 µM; CHO-hM4 cells, ACh EC80; Muscarinic acetylcholine receptor M4 (Homo sapiens), P08173;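 active = inhibition above its plate's cutoff, the mean inhibition of sample wells plus 3 SD, cut at about 27% in these data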;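 also: 0% = acetylcholine EC80 with DMSO and 100% = DMSO without agonist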
M5 PAM: human M5 muscarinic receptor positive allosteric modulators, primary screen, CHO-K1 cells, Fluo-8 calcium fluorescence; Muscarinic acetylcholine receptor M5 (Homo sapiens), P08912; CHO-K1 hM5, ACh EC20 PAM; 0% = ACh EC20, 100% = ACh EC100; activation, % at 3 µM; 360,000 tested, 0.3% active;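 active = activation above the run cutoff, the mean activation of all test compounds plus 3 SD, cut at about 18% in these data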
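Assay system: CHO-K1 hM5 cells. Also added: acetylcholine at EC20 concentration, added after compound. Dosing: 3 µM, single dose. Times: compound preincubation 140 s before EC20 acetylcholine addition. Signal: Fluo-8 calcium fluorescence. Measure: % activation relative to EC20 and EC100 ACh responses. Repeats: singlicate, one well per test compound.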
M1 PAM parental: nonselective calcium activators in parental CHO-K1 cells, primary screen, counter-screen for M1 PAM project, cell-based, Fluo-8 calcium fluorescence, full deck, 1536-well | ATP EC20; 0% at ATP EC20, 100% at ATP max | activation, % at 3 µM | 360,000 tested, 0.02% active | AID 602247, 2012;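 active = activation above the run cutoff, the mean activation of all test compounds plus 3 SD, cut at about 40% in these data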;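 also: peak over basal fluorescence ratio in a 140 s read after ATP addition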
M5 antag: human M5 muscarinic receptor antagonists, primary screen, CHO cells, Fluo-8 calcium fluorescence | inhibition, % at 3 µM | CHO-hM5 cells, ACh EC80 | 360,000 tested, 0.59% active;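 active = inhibition above a per-plate cutoff, the mean of that plate's test compounds plus 3 SD, cut at about 27% in these data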;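 also: 0% = acetylcholine EC80 with DMSO and 100% = DMSO without agonist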
CHRM4 agonist: human M4 muscarinic receptor agonists, primary screen, CHO-K1 cells, Fluo-8 calcium fluorescence | CHO-K1 hM4/Gqi5; vehicle 0%, full acetylcholine response 100% | Muscarinic acetylcholine receptor M4 (Homo sapiens), P08173 | activation, % at 3 µM | 360,000 tested, 0.14% active;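 active = activation above the run mean over all test wells plus 3 SD, cut at about 32% in these data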;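 also: peak over basal fluorescence ratio per well then scaled between controls; 0% = DMSO wells and 100% = acetylcholine at EC100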
Starred values were filed as active, the others as inactive.

Order of results: CHO-K1 Ca ag, CHO-K1 Ca antag, M5 ag, CHRM4 PAM, M4 antag, M5 PAM, M1 PAM parental, M5 antag, CHRM4 agonist
- CNC(=O)C(=O)NCCN1CCN(S(=O)(=O)c2ccc3ccccc3c2)CC1
    -0.3, -7.1, -1.5, 7.7, 0.9, 2.8, -7.4, 3.4, -0.7
- CC(=O)Nc1ccc(CNc2nc(NCC3CC3)nc3ccsc23)cc1
    0.2, -10.1, -1.6, -1.0, -11.3, 1.0, 1.9, -7.6, 2.5
- Cc1ccc(S(=O)(=O)N2CCN(C(=O)CN3C(=O)NC(C)(c4ccc5ccccc5c4)C3=O)CC2)cc1 (centres undefined)
    1.7, -3.0, -0.3, -4.7, 16.9, -6.3, 3.6, 12.8, 3.4
- CCOc1ccc(C2=NNC(c3cccs3)=Nc3ccc(OC)cc32)cc1OCC
    0.2, -15.6, -5.9, -3.1, -10.3, 4.0, 16.5, -3.1, -0.6
- O=C(NNC(=O)c1cc(Cl)ccc1[N+](=O)[O-])c1csc(N2CCOCC2)n1
    0.9, -9.0, -1.8, 4.3, -0.3, 6.5, 14.7, -1.3, 0.4
- COc1ccccc1CNC(=O)Nc1nnc([C@H]2C[C@H](O)[C@@H](CO)O2)s1
    0.5, -14.7, 1.8, -0.9, 2.2, -0.5, 2.2, 3.5, 0.0
- COc1ccc(C(=O)CSc2nnc(-c3ccc(S(=O)(=O)N4CCOCC4)cc3)o2)cc1
    0.4, -0.7, -0.4, -5.5, 8.7, -5.0, 1.7, 8.2, 0.5
- Cc1cc(Cl)ccc1OCCCC(=O)Nc1cc(S(=O)(=O)N2CCOCC2)ccc1N1CCOCC1
    -0.3, 11.2, 0.6, 0.2, 14.6, -0.4, -11.1, -2.3, -0.5
- CCC(=O)N1CCN(c2cc(N3CCN(C)CC3)c(F)cc2[N+](=O)[O-])CC1
    0.7, 3.0, -3.4, -0.6, -4.5, 2.1, 16.6, -1.3, 4.9
- CN1CCN(C(=O)/C=C/c2ccccc2)CC1
    0.3, -8.0, -0.3, 0.7, 0.6, -7.3, 16.1, 9.8, 0.7
- Cc1cccn2c(/C=N/OCc3cccc(F)c3)c(-c3ccc(Cl)cc3)nc12
    0.0, -7.7, -3.9, 4.8, 2.1, 3.9, 7.4, -6.2, -0.3
- O=C(/C=C/c1ccc(F)cc1)Nc1cccc(S(=O)(=O)N2CCOCC2)c1
    8.3, -9.3, 3.9, -4.5, 6.6, -14.2, 6.5, 4.7, 14.3
- CCOC(=O)COc1cc2c3c(c(=O)oc2cc1C)CCCC3
    2.7, 4.6, -8.8, 4.0, 8.4, 0.3, 15.1, -3.5, -0.8
- COc1ccc(S(=O)(=O)N2CCCOC2CNC(=O)C(=O)NCCc2ccco2)cc1OC (centres undefined)
    0.6, 4.0, -1.5, 8.2, -1.2, 0.8, -10.1, -6.2, 1.2
- CC(=O)Nc1cc(C(=O)NCc2ccco2)ccc1Sc1ccc(C)cc1
    0.4, -2.7, -4.6, 0.0, -4.3, -4.5, 17.6, 8.3, 0.0
- Nc1ccc(-c2ncc(-c3ccccc3)o2)cc1
    0.0, -9.8, -5.5, -1.4, 8.6, 2.3, -11.1, 3.6, 0.6
- Cc1cc(C)n2nc(SC(C)C(=O)NCc3ccco3)nc2n1 (centres undefined)
    -0.2, 20.3, 2.3, 4.0, -4.2, 10.1, -0.9, -8.8, 0.2
- O=Nc1c(O)ccc2cc(S(=O)(=O)O)ccc12
    0.1, 0.7, 2.2, -1.4, 2.0, -0.7, -5.2, 12.0, 0.7
- Cc1nn(Cc2ccc(Cl)cc2Cl)c(C)c1NC(=O)CCl
    0.9, -10.4, -1.8, 8.9, -4.0, -0.2, 18.1, 5.1, 0.9
- COC(OC)c1nc(SCC(=O)Nc2cccc(Cl)c2)ncc1C(=O)O
    1.1, -12.8, 3.0, 4.0, 5.7, 2.9, 26.3, 3.0, 0.0
- Cc1cc(Cl)c2ccc(Cl)cc2n1
    0.0, -7.9, 3.0, 1.1, -5.7, 5.3, -5.2, -1.4, 1.2
- CCOC(=O)C1CCCN(C(=O)c2ccc3c(c2)N(C)C(=O)/C(=C/c2ccccc2Cl)S3)C1 (centres undefined)
    3.8, 6.4, 2.3, -3.6, 5.9, 3.3, -12.9, 0.0, 11.7
- COC(=O)CCN(Cc1cc(OC)ccc1OC)S(=O)(=O)c1ccccc1Br
    0.7, -13.5, -1.1, -9.6, -3.0, -1.0, 13.9, -5.0, 1.7
- COc1ccc2c(c1)O/C(=C\c1ccccc1C)C2=O
    -0.2, -0.2, -6.1, -5.2, 0.7, -5.0, -9.5, 6.1, -1.9
- COc1ccc(NC2CCCN(C(=O)c3ccc(CSC)o3)C2)cc1OC (centres undefined)
    0.8, -3.2, -0.6, -2.3, 10.3, 4.7, 6.1, 4.2, 3.0
- Cc1ccc(NC(=O)NC2CC(=O)N(c3ccc4c(c3)OCCO4)C2)cc1C (centres undefined)
    0.1, -10.5, -0.4, 11.3, 5.4, 5.7, 13.9, 8.1, 1.6
- COc1ccc(-n2nc3c(N4CCC(C(=O)NCCc5ccccc5C)CC4)nnc(C)c3c2C)cc1
    -1.1, -12.5, -5.6, -3.7, 8.8, -4.9, -1.1, 19.4, -1.0
- O=C(Nc1c(C(=O)NCc2ccco2)cnn1-c1ccccc1)c1ccc(F)cc1
    0.8, -2.7, 3.2, 1.9, -0.1, -3.9, -3.3, 3.2, 0.8
- O=C(NC1CCCC1)c1cc(=O)[nH]c2ccccc12
    -0.6, 8.2, -4.0, -4.7, 8.8, -1.6, 3.2, 12.7, 0.7
- Cc1nc2cc(NC(=O)c3ccc(Cl)cc3)ccc2n1C
    0.4, -5.6, 0.5, 6.1, 1.8, -1.9, 3.6, 6.9, 0.2
- Cc1ccc(C(C(=O)Nc2ccc3c(c2)OCO3)N(C)C(=O)Cc2c[nH]c3ccccc23)cc1 (centres undefined)
    0.9, -0.8, 7.6, 16.2, -5.0, -3.4, 3.4, 10.1, 12.5
- O/N=C(\c1ccccn1)C1CC1c1ccccc1 (centres undefined)
    1.0, -3.0, -3.3, -0.9, 2.0, 2.0, 17.9, -7.9, 0.6
- COc1ccc(-c2csc3ncnc(Nc4ccc(O)cc4)c23)cc1
    0.6, -15.7, -1.1, -4.9, 5.1, 4.4, 21.0, 1.8, -0.5
- Cc1nnc(SCC(=O)NCC2CCCO2)n1Cc1ccccc1 (centres undefined)
    0.2, -4.9, 6.3, 8.3, -8.5, 18.0, 2.3, -10.2, 1.0
- CCOC(=O)c1cc(S(=O)(=O)N(C)Cc2ccccc2)cn1C
    4.0, -5.4, -1.8, -3.1, -7.1, -7.4, -15.9, 6.5, 6.9
- COc1ccc(C(=O)Nc2nnc(SCC(=O)NCC3CCCO3)s2)cc1OC (centres undefined)
    1.5, -7.6, -2.4, 6.7, 0.3, 4.7, 18.4, -0.7, 1.7
- O=C(NC(=S)N1CCN(c2ccc([N+](=O)[O-])cc2)CC1)c1ccccc1F
    0.6, -10.7, -1.8, 3.9, 2.1, -3.0, -5.3, -0.1, 1.4
- CCOC(=O)C1(CCc2ccccc2)CCN(C(=O)C2=C(C)OCCO2)CC1
    0.3, -10.4, 0.8, 2.7, 1.1, 4.9, 4.5, -5.0, 0.6
- O=C(O)c1ccc(-n2c(-c3ccc(Br)cc3)n[nH]c2=S)cc1
    0.7, -3.8, 0.8, 5.6, -0.5, 8.8, 16.6, -6.1, -0.4
- O=C(Nc1ccc2c(c1)OCO2)c1ccc(S(=O)(=O)NCC2CCCO2)cc1 (centres undefined)
    3.3, -13.8, -2.7, 7.3, 2.3, 0.5, 17.6, 3.8, 3.8
- O=[N+]([O-])/C=C/c1cn(Cc2ccc(F)cc2)c2ccccc12
    0.8, 8.3, 2.2, -3.0, 7.3, 8.7, 5.4, 12.7, 0.5
- COc1ccc(NC(=O)COC(=O)C23CC4CC(CC(NC(C)=O)(C4)C2)C3)cc1S(=O)(=O)N1CCOCC1
    1.2, -4.6, 1.9, 5.2, 5.1, -8.5, 3.2, 14.5, 4.1
- O=C(Nc1ccccc1)O/N=C/c1ccccc1Cl
    0.3, -12.1, -0.3, -2.1, 4.0, -2.5, 17.7, 10.2, -1.1
- CC1(C(=O)Nc2ccc(Cl)cc2)Cc2c(-c3cccc(C(F)(F)F)c3)ccnc2O1 (centres undefined)
    -0.8, -1.7, -1.1, -10.6, -4.5, -2.3, -12.7, -2.5, -0.6
- N=C1/C(=C\c2coc3ccc(O)cc3c2=O)C(=O)N=C2SC=CN12
    33.0*, 14.7, 65.2*, -34.1, 22.6, -29.4, -11.7, 26.2, 49.7*
- COc1ccc(Cn2c(=O)c3cccnc3n(Cc3ccc([N+](=O)[O-])cc3)c2=O)cc1
    0.1, -5.0, -2.3, 0.4, 0.6, -9.0, 7.4, 1.9, 1.1
- C1=C(c2ccccc2)Nc2ccccc2N=C1c1ccccc1
    -0.3, -4.1, -4.5, 1.1, -11.3, -4.2, 9.2, -7.2, 0.4

Sorted by length of the SMILES (descending): 3 of the compounds above.
Order of results: CHO-K1 Ca ag, CHO-K1 Ca antag, M5 ag, CHRM4 PAM, M4 antag, M5 PAM, M1 PAM parental, M5 antag, CHRM4 agonist
- Cc1ccc(C(C(=O)Nc2ccc3c(c2)OCO3)N(C)C(=O)Cc2c[nH]c3ccccc23)cc1 (centres undefined)
    0.9, -0.8, 7.6, 16.2, -5.0, -3.4, 3.4, 10.1, 12.5
- O=C(NC(=S)N1CCN(c2ccc([N+](=O)[O-])cc2)CC1)c1ccccc1F
    0.6, -10.7, -1.8, 3.9, 2.1, -3.0, -5.3, -0.1, 1.4
- Cc1nnc(SCC(=O)NCC2CCCO2)n1Cc1ccccc1 (centres undefined)
    0.2, -4.9, 6.3, 8.3, -8.5, 18.0, 2.3, -10.2, 1.0
